Source: PubChem BioAssay (National Center for Advancing Translational Sciences (NCATS))
IDH1 R132H inh = qHTS for Inhibitors of mutant isocitrate dehydrogenase 1 (IDH1): qHTS. IDH1-R132H enzyme, NADPH consumption, diaphorase/resazurin fluorescence. 390,000 compounds, 0.093% hits. Potency, µM (highest dose often 76.6 µM), for the others: top-dose activity change, negative = inhibition, usual class: inhibitors. Isocitrate dehydrogenase [NADP] cytoplasmic (Homo sapiens), O75874; also: potency is read from the fitted curve at half-maximal effect; % is scaled to controls: 0 for no effect and ±100 for the full control effect; nearly all actives have a fitted effect of over 65% in size
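IDH1-R132H (0.5 ug/mL) preincubated 30 min with compound, then NADPH (0.016 mM) and alpha-KG (2 mM) added; 80 min at RT, pH 7.5. Remaining NADPH coupled via diaphorase/resazurin to fluorescence (540/590 nm); concentration-response curves normalized to no-enzyme control.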
Pin1 inhibitor = qHTS Assay to Find Inhibitors of Pin1; Peptidyl-prolyl cis-trans isomerase NIMA-interacting 1 (Homo sapiens), Q13526; Pin1 FP peptide displacement, HiFluor488, 10 min; Potency, µM (series often up to 115 µM), inactives show at the highest dose activity, negative = inhibition, hits mostly inhibitors; 390,000 compounds, 0.009% hits; AID 504891, 2011; active = well fitted inhibition curve with a large enough effect in the polarisation, with a control signal flat, not every such curve was filed as active; inconclusive = small, poorly fitted or top-dose-only effect, or effect the other way, or a change in a side signal; inactive = no such curve, though single readings can be large or run the other way; the % refers to the polarisation; also: potency is read from the fitted curve at half-maximal effect; % is scaled to controls: 0 for no effect and ±100 for the full control effect
D2 antag = HTS Assay for Allosteric Antagonists of the Human D2 Dopamine Receptor: Primary Screen for Antagonists; inhibition, % at 10 µM; HEK293 TREx D2 cells, calcium flux, dopamine EC80; 340,000 compounds, 2% hits; AID 485344, 2010; in the data active = inhibition above about 30%; also: 0% is about no effect
Target sequence (P14416 whole entry, looked up): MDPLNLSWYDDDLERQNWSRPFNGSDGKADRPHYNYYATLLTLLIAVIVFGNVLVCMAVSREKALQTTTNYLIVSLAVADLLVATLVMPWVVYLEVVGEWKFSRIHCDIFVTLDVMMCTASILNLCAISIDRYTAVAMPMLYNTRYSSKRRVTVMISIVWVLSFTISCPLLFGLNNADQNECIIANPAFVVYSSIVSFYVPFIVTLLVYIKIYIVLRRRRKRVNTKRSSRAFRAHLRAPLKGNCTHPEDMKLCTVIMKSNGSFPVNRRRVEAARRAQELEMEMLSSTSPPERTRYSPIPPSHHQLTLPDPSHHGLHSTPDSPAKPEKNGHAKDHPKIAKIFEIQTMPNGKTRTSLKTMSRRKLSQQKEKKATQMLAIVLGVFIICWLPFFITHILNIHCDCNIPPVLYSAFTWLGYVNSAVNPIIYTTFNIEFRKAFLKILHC
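Dopamine at EC80 is the agonist stimulus; test compounds precede it by 180 s. Calcium flux read kinetically in a force-coupled, inducible HEK293 T-REx D2 cell line.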
rTrxR1 inhibitor = qHTS Assay for Inhibitors of Mammalian Selenoprotein Thioredoxin Reductase 1 (TrxR1): qHTS | Thioredoxin reductase 1, cytoplasmic (Rattus norvegicus), O89049 | AID 588453, 2011 | recombinant rTrxR1, NADPH fluorescence consumption, selenite substrate | 390,000 compounds, 1% hits | Potency, µM (top dose mostly 114 µM), inactives show at the top dose activity change, negative = inhibition, usual class: inhibitors; also: potency is read from the fitted curve at half-maximal effect; % is scaled to controls: 0 for no effect and ±100 for the full control effect; nearly all actives have a fitted effect of over 65% in size
Target sequence (O89049 whole entry, looked up): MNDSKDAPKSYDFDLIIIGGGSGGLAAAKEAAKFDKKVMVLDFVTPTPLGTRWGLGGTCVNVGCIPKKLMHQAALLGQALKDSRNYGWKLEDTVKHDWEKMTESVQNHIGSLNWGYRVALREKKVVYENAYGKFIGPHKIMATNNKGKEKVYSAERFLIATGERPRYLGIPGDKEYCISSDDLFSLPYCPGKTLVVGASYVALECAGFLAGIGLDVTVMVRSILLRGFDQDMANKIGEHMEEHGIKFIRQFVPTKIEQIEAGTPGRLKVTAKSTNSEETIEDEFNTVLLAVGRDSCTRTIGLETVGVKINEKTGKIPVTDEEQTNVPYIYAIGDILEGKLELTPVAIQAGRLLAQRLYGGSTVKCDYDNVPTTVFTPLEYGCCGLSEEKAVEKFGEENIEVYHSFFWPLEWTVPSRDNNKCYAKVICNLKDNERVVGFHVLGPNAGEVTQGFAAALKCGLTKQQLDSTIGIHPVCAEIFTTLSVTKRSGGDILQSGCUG
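Rat TrxR1 (90 nM in the dispensed reagent) was pre-reduced with 400 uM NADPH for 5 min at room temperature, then incubated with compound for 15 min. After 400 uM selenite was added, NADPH fluorescence (Ex 340/Em 450 nm) was followed for 8 min.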
TRHR PAM = qHTS for Small Molecule Agonists and Allosteric Enhancers of Human TRH Receptor: Primary Screen for Enhancers; TRHR cells, fluo-8 calcium fluorescence, EC20 TRH enhancement; enhancement, % at 2 µM; 360,000 compounds, 0.66% hits; AID 493056, 2011; in the data active = enhancement above about 30%; also: 0% is about no effect
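Enhancer read-out: after compound pinning and an initial kinetic agonist-mode read, an EC20 of TRH (10 nM final) was injected and fluo-8 calcium signal (Ex 480/Em 530) followed at 1 s/cycle for 100 cycles in TRHR-expressing cells.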
TrxR1 substrate = qHTS Assay for Substrates of Mammalian Selenoprotein Thioredoxin Reductase 1 (TrxR1): qHTS; purified TrxR1 substrate turnover, NADPH consumption readout; Potency, µM (top dose mostly 114 µM), inactives show top-dose activity change, negative = substrate turnover; Thioredoxin reductase 1, cytoplasmic (Rattus norvegicus), O89049; 390,000 compounds, 0.01% hits; also: potency is read from the fitted curve at half-maximal effect; % is scaled to controls: 0 for no effect and ±100 for the full control effect; nearly all actives have a fitted effect of over 50% in size
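Rat TrxR1, dispensed at 90 nM, was prereduced with 400 uM NADPH (final) for 5 min at ~22 deg C, then incubated with compound 15 min before 400 uM selenite. A first-read NADPH fluorescence drop versus no-compound background flagged substrates.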
TRHR agonist = qHTS for Small Molecule Agonists and Allosteric Enhancers of Human TRH Receptor: Primary Screen for Agonists. TRHR cells, calcium flux fluo-8, FDSS agonist mode. activation, % at 2 µM. 360,000 compounds, 0.18% hits. AID 493084, 2011; in the data active = activation above about 30%; also: 0% is about no effect
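Fluo-8-loaded TRHR cells; 10 s baseline, compound added, kinetic Ca2+ fluorescence read 1/s, agonist mode.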
D2 ag = HTS Assay for Allosteric Agonists of the Human D2 Dopamine Receptor: Primary Screen for Agonists; activation, % at 2 µM; HEK293 T-REx D2 cells, calcium flux agonist mode; 340,000 compounds, 0.53% hits; AID 485358, 2010;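 active = activation over 3 SD above normal in the single-dose calcium agonist read, cut at about 30% in these data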; also: 0% is about no effect
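Agonism scored from kinetic calcium signal (1 read/sec, 180 s) following compound pin transfer, after a 10 s baseline. Cells: HEK293 Trex line expressing inducible D2 receptor coupled to calcium, dye-loaded after overnight culture at 30 C.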
USP1-UAF1 inh = Inhibitors of USP1/UAF1: Primary Screen; Ubiquitin carboxyl-terminal hydrolase 1 (Homo sapiens), O94782; recombinant USP1/UAF1, Ub-Rhodamine cleavage fluorescence; Potency, µM (top dose mostly 57.1 µM), without a hit: at the highest dose activity change, negative = inhibition, usual class: inhibitors; 390,000 compounds, 0.23% hits; AID 743255, 2014; also: potency is read from the fitted curve at half-maximal effect; % is scaled to controls: 0 for no effect and ±100 for the full control effect; nearly all actives have a fitted effect of over 60% in size; inactives centre near -12
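USP1/UAF1 complex at 1 nM was preincubated with compound for 15 min at room temperature, then Ub-Rho substrate (150nM final) was added. Fluorescence (480/540 nm) was read kinetically, 6 reads every 60 seconds.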
Starred values were filed as active, the others as inactive; ? = inconclusive; . = not tested or not shown; [ ] = another dose, or the depositor's remark. Unless noted, calls follow the shape of the dose curve; as a rule, active = well fitted inhibition curve with a large enough effect; inconclusive = small, poorly fitted or top-dose-only effect; inactive = no such curve, though single readings can be large or run the other way.

SMILES	IDH1 R132H inh	Pin1 inhibitor	D2 antag	rTrxR1 inhibitor	TRHR PAM	TrxR1 substrate	TRHR agonist	D2 ag	USP1-UAF1 inh
CC[C@@]12C(=O)N(c3cccc(Br)c3)C(=O)N1[C@H](c1cccc(C)c1)[C@@H]1C(=O)N(Cc3ccccc3)C(=O)[C@@H]12	-6%	-1%	.	18%[57.1 µM]	-2	-3%	0.5	.	-18%
COc1ccc(-n2ccnc2CN2CCN(C3CCCC3)C(CCO)C2)cc1 (stereo not drawn)	2%	-7%	-3	?	3	1%	-0.6	0.1	-14%
O=C(O)c1ccccc1NS(=O)(=O)c1ccc(NNC(=S)Nc2ccc(OC(F)F)cc2)c([N+](=O)[O-])c1	-13%	.	-5	50µM*	6	-17%	-2.4	-0.5	?
CN(Cc1ccc(OC(F)F)cc1)C(=O)c1cccc(S(=O)(=O)N2CCN(Cc3ccccc3)CC2)c1	-11%	?	.	0%[57.1 µM]	.	-5%[57.1 µM]	.	.	-11%
CC(OC(=O)/C=C/c1cccc(F)c1)C(=O)NC1CCCCC1C (stereo not drawn)	-4%	-3%	3	27%	11	3%	-0.4	-1.2	-17%
O=C(COC(=O)/C=C/c1ccc(Br)o1)Nc1cccc(S(=O)(=O)N2CCOCC2)c1	4%	24%	.	?	.	5%[57.1 µM]	.	.	-13%
N=C(N)c1ccc(OCCCCCOc2ccc(C(=N)N)cc2)cc1	-9%	-4%	.	9%	-3	8%	-0.2	.	-26%
Cn1c(SCC(=O)N/N=C/c2ccc(O)c(O)c2)nc2ccccc21	-1%	-3%	.	8%	-3	-5%	-0.3	.	-4%
O=C(c1ccoc1)N1CCC2(CC1)Oc1ccc(Cl)cc1C(=O)C21CC(c2ccccc2)=NO1 (stereo not drawn)	-12%	-1%	.	13%[57.1 µM]	-3	4%[57.1 µM]	0.3	.	-18%
CCOC(=O)c1ccc(NC(=O)CN2CCN(Cc3ccccc3)CC2)cc1	5%	4%	.	1%[57.1 µM]	2	-8%	0.1	.	-4%
COc1ccc(NS(=O)(=O)c2c(C(=O)N3CCCCCC3)c(C)n(C)c2C)cc1	14%	-9%	4	11%	-7	-1%	-0.9	-0.4	-11%
COc1ccccc1CCc1nnc(N)s1	2%	3%	8	11%	4	4%	-0.2	-0.8	-14%
CCOc1ccc(NC(=O)CSc2nccn2-c2cccc(C)c2C)cc1	8%	0%	.	20%[57.1 µM]	-4	2%[57.1 µM]	-0.9	0.2	-36%
O=C(NCCCN1CCCCC1)c1ccc2c(c1)NC(=O)c1ccccc1S2	-4%	-4%	11	18%	2	0%	-0.2	-0.2	-22%
COc1cccc(CNC(=O)C(=O)NCCc2ccc(OC)c(OC)c2)c1	1%	-5%	.	-12%	2	-10%	-1.1	.	-16%
COc1ccc(/C=N/n2cnc3c([nH]c4ccccc43)c2=O)cc1CO	-10%	?	-5	-1%	27	4%	0.3	0.4	-27%
Cc1ccc(-n2nnc3c(=O)n(CC(=O)NCc4ccco4)cnc32)cc1	-2%	13%	22	-3%[57.1 µM]	-2	8%[57.1 µM]	-0.5	-1.2	-26%
CN1CCN(CC(=O)C23CC4CC(CC(C4)C2)C3)CC1	6%	36%[activator]	6	-9%	-7	0%	0.4	0.6	-8%
CCOC(=O)N1CCN(C(=S)NC(=O)c2ccnn2C)CC1	-2%	-5%	-25	-14%[57.1 µM]	-1	4%[57.1 µM]	0.7	0.3	-20%
Cc1nc2ccccn2c1C(=O)NCc1ccc2c(c1)OCO2	5%	2%	-41	18%	0	8%	0.3	-0.6	2%
CCCCN(CCCC)C(=O)CSc1nnc2n(C)c(=O)c3c4c(sc3n12)CCCC4	5%	1%	-17	17%[2.29 µM]	-1	4%[2.29 µM]	0.8	-0.5	-6%
CC(NC1CCCC1)c1ccccc1 (stereo not drawn)	5%	4%	-4	5%[57.1 µM]	-1	4%[57.1 µM]	-2.3	0.8	-24%
COc1ccccc1-c1cc2nc(C)c(CCC(=O)NC3CCCCC3)c(C)n2n1	4%	-1%	.	-2%	-3	6%	-0.1	-0.2	-15%
COc1ccc(OCC(=O)Nc2cccc(C(=O)Nc3ccccc3C(=O)O)c2)cc1	14%	-5%	-6	-3%	5	-6%	0.7	1.1	-18%
O=CNCCCc1nc2ccccc2n1Cc1cccc2ccccc12	1%	-1%	-8	17%	5	8%	0.3	-0.1	-6%

The closing three records of the section above are carried over, then new ones follow.
SMILES	IDH1 R132H inh	Pin1 inhibitor	D2 antag	rTrxR1 inhibitor	TRHR PAM	TrxR1 substrate	TRHR agonist	D2 ag	USP1-UAF1 inh
COc1ccccc1-c1cc2nc(C)c(CCC(=O)NC3CCCCC3)c(C)n2n1	4%	-1%	.	-2%	-3	6%	-0.1	-0.2	-15%
COc1ccc(OCC(=O)Nc2cccc(C(=O)Nc3ccccc3C(=O)O)c2)cc1	14%	-5%	-6	-3%	5	-6%	0.7	1.1	-18%
O=CNCCCc1nc2ccccc2n1Cc1cccc2ccccc12	1%	-1%	-8	17%	5	8%	0.3	-0.1	-6%
O=C(Nc1ccccc1)c1ccc(OC(=O)c2ccccc2)cc1	4%	-4%	-8	13%[57.1 µM]	1	-7%[57.1 µM]	0.3	1.8	-21%
O=C(Cc1cccc(NC(=O)C2CCCN(C(=O)C3CCC3)C2)c1)Nc1cccc(C(=O)N2CCCCC2)c1 (stereo not drawn)	-6%	-1%	.	-7%	.	-6%	.	.	-15%
Cc1c([N+](=O)[O-])nnn1-c1cc(Cl)cc(Cl)c1	7%	-1%	.	16µM*	5	8%	-1.0	.	-19%
Cc1cc(C)nc(NS(=O)(=O)c2ccc(Br)s2)c1	12%	-5%	-1	-10%	14	3%	-1.2	-0.2	-22%
O=C(NCc1ccc(F)cc1)c1nc(-c2cccs2)no1	0%	-8%	13	17%	-6	8%	-1.1	-1.3	-8%
Nc1cccc(C(=O)Nc2ccc(N)cc2Cl)c1	-1%	-8%	11	33%[57.1 µM]	4	9%[57.1 µM]	-0.1	0.2	-6%
COc1ccc(OC)c(S(=O)(=O)NCCOC23CC4CC(CC(C4)C2)C3)c1	5%	7%	3	-8%	5	-12%	-0.8	0.2	-4%
O=C(Cc1ccccc1)Nc1nnc2n1CCS2	-3%	-3%	.	18%[57.1 µM]	-1	-1%[57.1 µM]	0.4	-1.2	-27%
Cc1ccc(S(=O)(=O)NNC(=O)Nc2ccc(Cl)cc2)cc1	6%	12%	21	13%	-6	6%	0.2	-0.6	-11%
O=C(NCCC1=CCCCC1)C1CCN(S(=O)(=O)c2cccs2)CC1	2%	8%	11	2%	0	2%	0.5	0.1	-12%
CN(CC(=O)Nc1c(F)cccc1F)Cc1cccs1	-5%	1%	4	12%	0	-1%	0.4	0.8	-5%
COc1cc2c(cc1OC)CN(C(=O)CNS(=O)(=O)c1ccc(C)c(C)c1)CC2	-4%	-1%	-54	-10%[57.1 µM]	3	-4%[57.1 µM]	-0.5	0.6	-18%
O=C(Cc1ccc(NC(=O)C2CCCN(C(=O)CCc3ccccc3)C2)cc1)Nc1cccc(C(=O)N2CCCC2)c1 (stereo not drawn)	-5%[38.3 µM]	18%	.	-2%	.	-5%	.	.	-30%
O=C(O)c1ccc(S(=O)(=O)N2CCCC2)cc1	2%	0%	-8	19%[57.1 µM]	-2	7%[57.1 µM]	-0.1	-1.0	-8%
O=C(N/N=C/c1cc([N+](=O)[O-])cc(Br)c1O)C12CC3CCC(CC(C3)C1)C2	-2%	-1%	17	13%	-2	0%	29	22	-21%
Brc1ccc(CNc2cc3c(cc2Br)OCCO3)cc1	10%	4%	-4	20%[57.1 µM]	-5	4%	0.1	-0.6	?
COc1ccc(CCNC(=O)CN2CCN(c3cccc(Cl)c3)CC2)cc1OC	5%	4%	9	-6%	-6	-4%	-0.5	-0.5	-15%
O=C(NCc1ccccc1)C(c1ccc(O)cc1)N(C(=O)c1cnccn1)c1ccccc1 (stereo not drawn)	-4%	3%	-5	-6%[57.1 µM]	-4	-5%[57.1 µM]	-0.1	0.4	-12%

3 entries drawn at random from those above:
SMILES	IDH1 R132H inh	Pin1 inhibitor	D2 antag	rTrxR1 inhibitor	TRHR PAM	TrxR1 substrate	TRHR agonist	D2 ag	USP1-UAF1 inh
CC[C@@]12C(=O)N(c3cccc(Br)c3)C(=O)N1[C@H](c1cccc(C)c1)[C@@H]1C(=O)N(Cc3ccccc3)C(=O)[C@@H]12	-6%	-1%	.	18%[57.1 µM]	-2	-3%	0.5	.	-18%
COc1ccc(CCNC(=O)CN2CCN(c3cccc(Cl)c3)CC2)cc1OC	5%	4%	9	-6%	-6	-4%	-0.5	-0.5	-15%
Nc1cccc(C(=O)Nc2ccc(N)cc2Cl)c1	-1%	-8%	11	33%[57.1 µM]	4	9%[57.1 µM]	-0.1	0.2	-6%

The list is partial, so the mix of outcomes need not match the whole.
